Screening data (PubChem BioAssay)
NPY Y1 blocker: blocks the human neuropeptide Y Y1 receptor | 200,000 compounds, 1% hits | inhibition, % at 3.6 µM | P25929 | AID 1040 | HEK293-CNG Y1 cells, membrane potential fluorescence; NPY at EC95, then isoproterenol;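 active means inhibition above the campaign mean inhibition of all tested compounds plus 3 SD, cut at about 20% in these data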;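 further: 0% = DMSO wells given NPY plus isoproterenol and 100% = isoproterenol alone without NPY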
Target sequence (P25929 whole entry, looked up): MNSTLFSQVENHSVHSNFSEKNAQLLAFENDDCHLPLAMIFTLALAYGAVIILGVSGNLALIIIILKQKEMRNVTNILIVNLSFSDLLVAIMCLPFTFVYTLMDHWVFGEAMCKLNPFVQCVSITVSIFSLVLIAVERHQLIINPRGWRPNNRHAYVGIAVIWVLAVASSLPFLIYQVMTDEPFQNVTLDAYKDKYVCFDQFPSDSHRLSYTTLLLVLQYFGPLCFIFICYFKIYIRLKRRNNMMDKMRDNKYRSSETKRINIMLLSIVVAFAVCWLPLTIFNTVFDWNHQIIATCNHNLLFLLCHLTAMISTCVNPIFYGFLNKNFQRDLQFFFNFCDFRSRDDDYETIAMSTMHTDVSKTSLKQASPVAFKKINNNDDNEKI
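Material: HEK293 cells co-expressing NPY Y1 receptor and cyclic-nucleotide gated channel. Timing: compound incubation 1 h at room temperature, readout 45 min post-stimulation. Signal: fluorescence, membrane potential probe.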
RBBP9 inhibitor: human RBBP9 hydrolase inhibition. O75884. recombinant RBBP9, FP-Rh probe fluorescence polarization. 220,000 compounds, 0.2% hits. inhibition, % at 7.94 µM;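 active means inhibition above the campaign mean of all tested compounds plus 3 SD, cut at about 14% in these data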;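 further: plate controls were DMSO wells with RBBP9 for no effect and wells lacking RBBP9 protein for full effect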
Target sequence (O75884 whole entry, looked up): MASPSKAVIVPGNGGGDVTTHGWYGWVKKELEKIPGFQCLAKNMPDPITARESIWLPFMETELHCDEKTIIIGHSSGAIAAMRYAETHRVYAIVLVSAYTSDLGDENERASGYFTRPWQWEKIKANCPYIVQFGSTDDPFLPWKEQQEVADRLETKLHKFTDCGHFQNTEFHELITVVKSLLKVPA
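Test system: recombinant human RBBP9; Timing: 30 min then 45 min, 25 °C; Detection: fluorescence polarization; Control set: RBBP9 with DMSO as uninhibited control, no-protein wells as full inhibition; Compound dosing: one concentration, 7.94 µM nominal, 0.794% DMSO; Probe or stimulus: FP-Rh activity-based probe, 375 nM before mixing.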
NPY-Y1 PAM-ag: human NPY-Y1 potentiation or agonism, primary screen; P25929; NPY-Y1 expressing cells, potentiator/agonist activation; activation, % at 3.6 µM; 220,000 compounds, 0.37% hits; in the data active means activation above about 33%, passing the limit was not always enough;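 further: cells stimulated with NPY at EC10 then isoproterenol at EC100; 0% = low agonist plus stimulus and 100% = saturating agonist plus stimulus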
NPY-Y2 PAM-ag: potentiators or agonists of human neuropeptide Y receptor Y2. P49146. cells expressing NPY-Y2, potentiator/agonist read-out. activation, % at 3.6 µM. 220,000 compounds, 0.45% hits. AID 1359; in the data active means activation above about 27%;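 further: cells stimulated with NPY near EC25 plus isoproterenol at EC100; 0% = vehicle plus submaximal agonist and 100% = vehicle plus saturating agonist; some results beyond the cut were filed as inactive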
Target sequence (P49146 whole entry, looked up): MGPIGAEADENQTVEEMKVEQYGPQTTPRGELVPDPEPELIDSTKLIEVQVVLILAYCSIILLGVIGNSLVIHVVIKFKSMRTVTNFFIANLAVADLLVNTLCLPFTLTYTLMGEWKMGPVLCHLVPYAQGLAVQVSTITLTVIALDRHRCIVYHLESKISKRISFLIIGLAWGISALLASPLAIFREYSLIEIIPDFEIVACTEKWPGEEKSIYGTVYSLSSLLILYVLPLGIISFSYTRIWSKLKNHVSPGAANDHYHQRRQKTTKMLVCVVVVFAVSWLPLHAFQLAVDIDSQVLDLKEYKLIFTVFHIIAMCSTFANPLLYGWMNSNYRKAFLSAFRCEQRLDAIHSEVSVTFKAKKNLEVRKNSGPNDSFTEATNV
Runt-CBFb FRET: Runt domain-CBFb interaction inhibition | Q01196+Q13951 | Cerulean-Runt/Venus-CBFb FRET ratio 530/480, 1 h | inhibition, % at 20 µM | 220,000 compounds, 0.46% hits | AID 1496;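 active means inhibition over about 50% at 20 µM in the single-dose screen, limit read from the data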;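 further: 0% = DMSO wells and 100% = excess unlabeled CBFb competitor control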
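Schedule: protein complex preformed 1 h, compound exposure 1 h, room temperature, dark; test system: Cerulean-labeled Runt domain protein; amount: 100 nM per protein; buffer or medium: Tris 50 mM pH 7.5, KCl, K2SO4, 0.01% BSA; read-out: loss of energy transfer signal; detection: FRET fluorescence; controls: 5 µM unlabeled CBFb as full-inhibition high control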
p97 ATPase inh: inhibitors of human p97 ATPase; recombinant p97 ATPase, Kinase-Glo ATP luminescence, 3 h; inhibition, % at 8 µM; 220,000 compounds, 0.42% hits; AID 1481; in the data active means inhibition above about 15%;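 further: 0% = DMSO vehicle and 100% = wells lacking enzyme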
Hck-Nef inh: human Hck-Nef kinase inhibition; P08631; 220,000 compounds, 0.68% hits; Recombinant Hck-YEEI plus Nef, Z-Lyte FRET kinase assay; inhibition, % at 20 µM; AID 463187;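 active means Hck-Nef kinase inhibition above about 50%, limit read from the data; inactive means inhibition below that limit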;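 further: 0% = DMSO with Hck plus Nef and 100% = Hck alone without Nef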
MDM2 E3 inh: Mdm2 E3 ligase (human) inhibition. Q00987. cell-based MDM2 ubiquitination luciferase reporter, 2 h; 0 = plate control, 100 = twice control, blank-subtracted. signal enhancement, % at 5 µM. 210,000 compounds, 0.11% hits. AID 1230;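 active means signal enhancement of 30% or more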;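 further: luminescence tracks abundance of the self-degrading MDM2-luciferase fusion protein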
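Assay system: stable mammalian line carrying autodegrading MDM2–luciferase fusion reporter; amount: 2000 cells seeded into each well; buffer or medium: DMEM; benchmarks: plate control and blank wells; signal: luciferase luminescence; timing: 2 h compound exposure at 37 °C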
Runt-SMMHC FRET: blocks binding of human RUNX1 Runt domain to CBFb-SMMHC | inhibition, % at 20 µM | Q01196+Q13951 | 220,000 compounds, 0.74% hits | Cerulean-Runt/Venus-CBFb-SMMHC FRET ratio 530/480, 1 h;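 active means mean inhibition across duplicate retests at 20 µM reaching about 50%, limit read from the data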;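 further: 0% = DMSO wells and 100% = wells with excess untagged CBFb-SMMHC; inhibitors lower the FRET ratio by blocking Runt binding to CBFb-SMMHC; some results filed as inactive read as strong as hits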
* hit, by the source's call; nt = not tested or not shown. An unsorted share of the library; about 3.5% have a hit in one of these screens.

Abbreviations: A = NPY Y1 blocker; B = RBBP9 inhibitor; C = NPY-Y1 PAM-ag; D = NPY-Y2 PAM-ag; E = Runt-CBFb FRET; F = p97 ATPase inh; G = Hck-Nef inh; H = MDM2 E3 inh; I = Runt-SMMHC FRET
smiles: Cc1csc2c(C#N)c(=O)c3c(n12)CCC3
  A = 4; B = -2; C = -22; D = 6; E = -1; F = 6; G = 3; H = -7; I = 0

smiles: Cc1ccc([N+](=O)[O-])cc1S(=O)(=O)N1CCNCC1
  A = 0; B = -5; C = -15; D = 1; E = 0; F = 1; G = -5; H = 21; I = 3

smiles: O=C(Cn1cnc2c(nnn2Cc2ccc(F)cc2)c1=O)N1CCN(c2ccccc2)CC1
  A = 0; B = -9; C = -8; D = -19; E = -3; F = 0; G = 2; H = -12; I = -3

smiles: Cc1ccc(Oc2nccc(-c3ccc(Cl)cc3)n2)cc1
  A = 6; B = 4; C = -7; D = 0; E = -1; F = 4; G = 1; H = 2; I = 1

smiles: COc1ccc(N2CCN(c3ncccc3C#N)CC2)cc1
  A = 11; B = -3; C = -4; D = 0; E = 2; F = -5; G = 1; H = -15; I = 0

smiles: COc1cccc(C=Nc2ccc(C)c(F)c2)c1O
  A = 6; B = -5; C = -10; D = 8; E = -2; F = -4; G = -2; H = -6; I = -7

smiles: Oc1ccc(N=Cc2sc3ccccc3c2Cl)cc1
  A = -5; B = 16*; C = 4; D = 6; E = 6; F = 13; G = 18; H = 11; I = 6

smiles: CCOc1cccc(=O)c2c(C)n(CC3CCCO3)c(C)c12 (stereo unspecified)
  A = 2; B = -9; C = -16; D = -2; E = -8; F = -3; G = -2; H = 0; I = -16

smiles: COc1ccc2c(c1OC)C(=O)OC2Nc1nc(-c2ccc(-c3ccccc3)cc2)cs1 (stereo unspecified)
  A = -9; B = -1; C = 11; D = 14; E = -1; F = 4; G = 9; H = 4; I = -4

smiles: Cc1cccn2cc(COc3cccc([N+](=O)[O-])c3)nc12
  A = 4; B = 0; C = -13; D = 12; E = 1; F = -3; G = 27; H = -6; I = -4

Next structures.
Abbreviations: A = NPY Y1 blocker; B = RBBP9 inhibitor; C = NPY-Y1 PAM-ag; D = NPY-Y2 PAM-ag; E = Runt-CBFb FRET; F = p97 ATPase inh; G = Hck-Nef inh; H = MDM2 E3 inh; I = Runt-SMMHC FRET
smiles: CCOC(=O)c1c2n(c3ccc(O)cc13)CCCCC2
  A = -4; B = 2; C = 1; D = 12; E = -2; F = 4; G = -7; H = -1; I = -4

smiles: CCOC(=O)c1[nH]cnc1C(=O)Nc1ccccc1C
  A = -2; B = -8; C = 3; D = 0; E = -1; F = 0; G = -11; H = -15; I = -1

smiles: CC(=O)c1c(O)cc2n(c1=O)-c1ccc(Cl)cc1C2(C)C
  A = 1; B = -7; C = -4; D = 6; E = -5; F = 2; G = 3; H = 8; I = 6

smiles: CC(C)OC(=O)c1ccc(N2C(=O)C3CC=CCC3C2=O)cc1 (stereo unspecified)
  A = 7; B = -1; C = 5; D = 8; E = 1; F = -2; G = -1; H = -13; I = 4

smiles: Cc1ccc(NC(=O)c2ccc(OC(=O)C(C)Oc3ccc(Cl)cc3C)cc2)cc1 (stereo unspecified)
  A = -1; B = -5; C = 0; D = -3; E = 3; F = 6; G = 1; H = 5; I = -4

smiles: CC(=O)Nc1ccc(CC#N)cc1
  A = nt; B = -2; C = 22; D = 9; E = -1; F = 3; G = 18; H = -24; I = -2

smiles: O=C(COC(=O)c1ccc(S(=O)(=O)NCc2ccco2)cc1)NC1CCCCC1
  A = -1; B = -8; C = -5; D = 5; E = 1; F = -3; G = 2; H = -3; I = 3

smiles: Cc1cc(C)c(S(=O)(=O)N(CC(=O)NCc2cccnc2)C2CCCCC2)c(C)c1
  A = 4; B = -7; C = 11; D = 3; E = -1; F = -2; G = -1; H = -13; I = -3

smiles: O=C(NCC1CCCO1)C1CCN(S(=O)(=O)Cc2ccccc2)CC1 (stereo unspecified)
  A = -6; B = -3; C = 8; D = 9; E = 0; F = 3; G = 2; H = -8; I = -3

smiles: COc1ccccc1NC(=O)CCCc1c[nH]c2ccccc12
  A = 11; B = -4; C = -17; D = 4; E = -2; F = 4; G = -1; H = -4; I = 6

The listing continues.
Abbreviations: A = NPY Y1 blocker; B = RBBP9 inhibitor; C = NPY-Y1 PAM-ag; D = NPY-Y2 PAM-ag; E = Runt-CBFb FRET; F = p97 ATPase inh; G = Hck-Nef inh; H = MDM2 E3 inh; I = Runt-SMMHC FRET
smiles: COC(=O)Cc1[nH]n(-c2nc3ccccc3s2)c(=O)c1C(C)=Nc1ccc(OC)cc1
  A = nt; B = -13; C = -9; D = 5; E = 4; F = -9; G = 31; H = -93; I = -12

smiles: COc1ccc(C2CC(=O)C3=C(C2)Nc2ncnn2C3c2ccccc2C)cc1 (stereo unspecified)
  A = 3; B = -1; C = -11; D = 6; E = -2; F = 4; G = 5; H = -5; I = 3

smiles: S=C(c1ccccc1)N(c1ccccc1)c1ccccc1
  A = -3; B = 4; C = 24; D = 7; E = -1; F = 2; G = 1; H = -5; I = -1

smiles: CCOc1ccc(C(=O)Nc2ccc3c(c2)OCCO3)cc1[N+](=O)[O-]
  A = 0; B = -1; C = 13; D = 1; E = nt; F = 3; G = 23; H = -5; I = 2

smiles: COc1cc(CC(=O)Nc2ccc3nc(C)sc3c2)cc(OC)c1OC
  A = 0; B = 6; C = -2; D = 7; E = -1; F = 7; G = 4; H = 2; I = -1

smiles: COc1cc(NC(=O)Cn2nc(Cc3cccnc3)c3ccccc3c2=O)cc(OC)c1OC
  A = -3; B = 0; C = -2; D = 6; E = -1; F = 8; G = 3; H = -8; I = -5

smiles: O=C(N/N=C/c1ccc2ccccc2c1)c1ccc(COc2ccc3c(c2)CCC3)o1
  A = 5; B = -11; C = -9; D = -2; E = 4; F = -1; G = 3; H = -19; I = 12

smiles: c1coc(CNCC2OCCc3ccccc32)c1 (stereo unspecified)
  A = -3; B = 0; C = 13; D = 12; E = -1; F = 2; G = 2; H = -14; I = -1

smiles: COc1ccc(CNC(=O)/C=C/C(=O)O)cc1OC
  A = -8; B = 1; C = 15; D = 9; E = -2; F = 3; G = -1; H = 1; I = -8

smiles: CC12CC3CC(C)(C1)CC(C(=O)NC(=S)N1CCCCC1)(C3)C2
  A = 8; B = -2; C = 10; D = -32; E = -2; F = -4; G = -2; H = -17; I = -3

Individual results from the results shown:
`c1coc(CNCC2OCCc3ccccc32)c1` (stereo unspecified) | RBBP9 inhibitor: 0
`COc1ccc(CNC(=O)/C=C/C(=O)O)cc1OC` | MDM2 E3 inh: 1
`COc1ccc(C2CC(=O)C3=C(C2)Nc2ncnn2C3c2ccccc2C)cc1` (stereo unspecified) | RBBP9 inhibitor: -1

Continued:
Abbreviations: A = NPY Y1 blocker; B = RBBP9 inhibitor; C = NPY-Y1 PAM-ag; D = NPY-Y2 PAM-ag; E = Runt-CBFb FRET; F = p97 ATPase inh; G = Hck-Nef inh; H = MDM2 E3 inh; I = Runt-SMMHC FRET
smiles: S=C(Nc1ccccc1)N1CCCN1c1ccccc1
  A = nt; B = -3; C = 2; D = -3; E = 3; F = -1; G = 15; H = -16; I = 0

smiles: Cc1ccc(Nc2nnc(SCC(=O)NCc3ccco3)s2)cc1
  A = -1; B = -8; C = -2; D = 2; E = -1; F = 5; G = -2; H = 6; I = 1

smiles: COCCCNC(=O)Cn1nnc(-c2ccccc2NC(=O)c2ccc(F)cc2)n1
  A = 2; B = -2; C = -2; D = 2; E = -1; F = -3; G = -1; H = 16; I = -3

smiles: O=C(/C=C/c1ccccc1)Nc1ccc(CN2CCOCC2)cc1
  A = -4; B = -2; C = -9; D = -1; E = 0; F = 1; G = 0; H = -15; I = 0

smiles: COc1ccc2c(c1)OCC1=C2CCC2(C)C(=O)CC=C12 (stereo unspecified)
  A = -4; B = -6; C = -9; D = 8; E = 13; F = 5; G = 2; H = -10; I = 11

smiles: CCO[C@H]1OC(C(=O)Nc2ccccc2)=C[C@@H](c2csc3ccccc23)[C@@H]1CCCO
  A = -1; B = -19; C = -20; D = 8; E = -1; F = -4; G = -26; H = nt; I = 0

smiles: O=C(CSc1nc(O)c(Cc2ccccc2)c(=O)[nH]1)Nc1nc2c(s1)CCCC2
  A = -4; B = -3; C = 1; D = -5; E = 2; F = 3; G = 9; H = -10; I = 2

smiles: COc1ccc([N+](=O)[O-])cc1NC(=O)Cc1noc2ccc(C)cc12
  A = 0; B = 0; C = -31; D = -25; E = -1; F = 9; G = -15; H = 4; I = -6

smiles: COc1cc(OC)cc(-c2nnc(SCC(=O)N3CCCC3)o2)c1
  A = 5; B = 8; C = 10; D = -4; E = -4; F = 3; G = 1; H = -11; I = 2

smiles: Cc1ccc(C)c(N2CCN(C(=S)NC3CCCCC3)CC2)c1
  A = 4; B = -9; C = -26; D = 0; E = -5; F = -2; G = -1; H = -2; I = -4

Continued:
Abbreviations: A = NPY Y1 blocker; B = RBBP9 inhibitor; C = NPY-Y1 PAM-ag; D = NPY-Y2 PAM-ag; E = Runt-CBFb FRET; F = p97 ATPase inh; G = Hck-Nef inh; H = MDM2 E3 inh; I = Runt-SMMHC FRET
smiles: CC(=O)NS(=O)(=O)c1ccc(N=c2ssc3c2-c2cc(C)c(C)cc2NC3(C)C)cc1
  A = 6; B = -9; C = 33; D = 5; E = 0; F = 2; G = 4; H = -10; I = -4

smiles: COc1ccc2[nH]c(=O)c(CN(C3CCCCC3)C(c3nnnn3Cc3ccco3)C(C)C)cc2c1 (stereo unspecified)
  A = 9; B = 10; C = 6; D = 12; E = -27; F = 10; G = 5; H = -5; I = -122

smiles: O=C(CCS(=O)(=O)c1cccc2nsnc12)N1CC(=O)N(CCc2ccccc2)C(=O)C1
  A = 0; B = -1; C = 4; D = 12; E = 2; F = 4; G = 0; H = -10; I = 1

smiles: CCOc1ccc(Cl)cc1S(=O)(=O)N1CCN(c2ccc(F)cc2)CC1
  A = 1; B = -1; C = 19; D = 17; E = -1; F = -1; G = 9; H = -4; I = 0

smiles: COc1ccc(N(Cc2ccccc2)S(=O)(=O)c2cccc(C(=O)O)c2)cc1
  A = nt; B = -4; C = 1; D = -4; E = 1; F = -2; G = 4; H = -10; I = -2

smiles: O=C(COC(=O)CCCN1C(=O)c2ccccc2C1=O)Nc1ncc(Cl)cc1Cl
  A = -1; B = -8; C = -23; D = -24; E = -1; F = -6; G = -2; H = -23; I = -1

smiles: CCOc1cc(/C=N/NC(=O)c2cccnc2)ccc1OCC(=O)N1CCOCC1
  A = -3; B = -6; C = -13; D = 18; E = 0; F = 5; G = 1; H = -5; I = 1

smiles: N=C1CCC(=N)c2c1c(O)c1ccccc1c2O
  A = nt; B = 13; C = 32; D = 41*; E = 0; F = 13; G = 16; H = -16; I = -144
